GLA spleen mod: qHTS Assay for Inhibitors and Activators of Human alpha-Galactosidase From Spleen Homogenate; Alpha-galactosidase A (Homo sapiens), P06280; 0.008% of 240,000 active; human spleen homogenate, 4MU-alpha-Gal fluorescence, 40 min; Potency, µM (top dose mostly 80 µM), for inactives: top-dose activity change, negative = inhibition, most hits filed as inhibitors;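 also: potency is read from the fitted curve at half-maximal effect; 0% = enzyme with vehicle and -100% = no enzyme basal signal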
Target sequence (P06280 32-429 limits assumed): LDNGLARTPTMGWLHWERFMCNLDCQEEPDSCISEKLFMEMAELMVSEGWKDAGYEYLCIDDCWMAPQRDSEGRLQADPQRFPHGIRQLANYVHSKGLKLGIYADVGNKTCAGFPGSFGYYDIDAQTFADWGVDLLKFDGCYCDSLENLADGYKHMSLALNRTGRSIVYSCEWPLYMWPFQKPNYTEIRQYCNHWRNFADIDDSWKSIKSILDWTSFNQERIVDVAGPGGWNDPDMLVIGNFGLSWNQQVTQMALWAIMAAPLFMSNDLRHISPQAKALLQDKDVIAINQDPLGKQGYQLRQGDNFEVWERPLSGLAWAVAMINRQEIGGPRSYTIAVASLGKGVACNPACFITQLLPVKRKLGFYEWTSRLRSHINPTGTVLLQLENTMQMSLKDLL
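qHTS titration in buffer at pH 5.0. Alpha-galactosidase activity in spleen homogenate was measured via 4-methylumbelliferone release from 1 mM fluorogenic substrate after 40 min at 37C and a pH 10 stop. AC50 came from Hill fits of control-normalized data.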
Epigenetic derep: Quantitative High-Throughput Screen for Regulators of Epigenetic Control. murine LDR cells, GFP reporter derepression, 30 h. Potency, µM (highest dose often 53.9 µM), for the others: at the highest dose GFP activation, hits mostly activators. 0.2% of 280,000 active; also: potency is read from the fitted curve at half-maximal effect; % of control where 0% means no effect; nearly all actives have a fitted effect of over 60% in size
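Derepression of a silenced CMV-GFP reporter in murine LDR cells is scored by enumerating GFP-positive cells with a laser-scanning microplate cytometer after 30 hours of treatment at 37 C.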
CBFb-RUNX1 inh: qHTS Assay for Compounds Blocking the Interaction Between CBF-beta and RUNX1 for the Treatment of Acute Myeloid Leukemia | Potency, µM (highest dose often 59.8 µM), for inactives: at the top dose activity, negative = inhibition, most hits filed as inhibitors | AlphaScreen CBFb-His/RUNX1-biotin binding, biochemical | 230,000 tested, under 10 active | Runt-related transcription factor 1 (Homo sapiens) + Core-binding factor subunit beta …; also: % of control where 0% means no effect
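CBF-beta (His) and RUNX1 (biotin), 30 nM each; 20 min preassociation; + compound, 15 min; + beads 50 ng each (Ni, streptavidin), 90 min; RT; AlphaScreen read.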
NPSR antag: qHTS Assay for Antagonists of the Neuropeptide S Receptor: cAMP Signal Transduction | CHO-NPSR cells, cAMP TR-FRET, antagonist mode | Potency, µM (highest dose often 38.3 µM), inactives show at the highest dose activity change, negative = inhibition, hits mostly inhibitors | 1% of 220,000 active | AID 1461, 2008; also: potency is read from the fitted curve at half-maximal effect; % is scaled to controls: 0 for no effect and ±100 for the full control effect; nearly all actives have a fitted effect of over 50% in size; many of its hits are not listed in these tables
Target sequence (Q6W5P4 whole entry, looked up): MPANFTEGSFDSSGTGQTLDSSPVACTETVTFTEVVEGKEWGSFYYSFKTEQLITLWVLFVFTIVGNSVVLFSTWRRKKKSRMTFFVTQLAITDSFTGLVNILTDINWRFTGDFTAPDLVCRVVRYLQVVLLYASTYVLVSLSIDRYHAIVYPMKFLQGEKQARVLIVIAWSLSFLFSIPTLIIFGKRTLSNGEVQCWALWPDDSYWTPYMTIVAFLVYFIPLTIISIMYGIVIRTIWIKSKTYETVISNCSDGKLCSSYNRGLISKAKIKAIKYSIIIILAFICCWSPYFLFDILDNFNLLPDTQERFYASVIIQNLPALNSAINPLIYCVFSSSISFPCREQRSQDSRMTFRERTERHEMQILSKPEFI
Tau fibril FP: qHTS for Inhibitors of Tau Fibril Formation, Fluorescence Polarization. K18 P301L tau heparin fibrillization, Alexa594 FP, 6 h. Potency, µM (series often up to 57.7 µM), for inactives: at the highest dose activity, negative = inhibition, usual class: inhibitors. 0.39% of 280,000 active. AID 1468, 2008; also: potency is read from the fitted curve at half-maximal effect; % is scaled to controls: 0 for no effect and ±100 for the full control effect; nearly all actives have a fitted effect of over 55% in size
Target sequence (P10636 561-689 P618L limits assumed): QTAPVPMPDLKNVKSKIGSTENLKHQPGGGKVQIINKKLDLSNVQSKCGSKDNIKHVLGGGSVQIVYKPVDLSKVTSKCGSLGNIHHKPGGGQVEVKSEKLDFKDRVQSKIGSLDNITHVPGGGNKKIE
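Quantitative HTS format: compounds meet 15 uM recombinant K18 P301L tau and Alexa 594-tau tracer in 100 mM sodium acetate pH 7; 20 uM heparin triggers fibrillization at 37 C over 6 hr; FP gives the signal.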
Tau fluor cs: Counterscreen qHTS for Inhibitors of Tau Fibril Formation, Fluorescence Polarization; tau K18 P301L (four-repeat tau fragment) Alexa594 fluorescence, heparin fibrillization; Potency, µM (series often up to 57.7 µM), for inactives: at the top dose activity change, negative = decrease; 0.93% of 280,000 active; AID 1463, 2008; also: potency is read from the fitted curve at half-maximal effect; % is scaled to controls: 0 for no effect and ±100 for the full control effect; nearly all actives have a fitted effect of over 55% in size
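Human K18 P301L tau (15 uM unlabeled plus 0.24 uM Alexa 594-labeled, final) in 100 mM sodium acetate pH 7 was mixed with compound and 20 uM heparin and incubated 6 hr at 37 C.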
TRb-SRC2 inh: qHTS for Inhibitors of the Interaction of Thyroid Hormone Receptor and Steroid Receptor Coregulator 2; TRbeta-SRC2 peptide binding, fluorescence polarization; receptor liganded with 1 µM T3; Thyroid hormone receptor beta (Homo sapiens), P10828; AID 1469, 2008; 0.065% of 280,000 active; Potency, µM (titrated, usually from 106 µM), without a hit: at the top dose activity change, negative = inhibition, most hits filed as inhibitors;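 also: potency is read from the fitted curve at half-maximal effect; plate controls were bound peptide for no effect and peptide without receptor for full effect; nearly all actives have a fitted effect of over 50% in size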
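Human TRb LBD (0.6 uM) plus Texas Red-labeled SRC2 peptide (20 nM), 1uM T3, 5% DMSO, 5 hr at ambient temperature. Decreased polarization (555/632 nm) flags inhibition; data normalized to free and bound peptide controls.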
TR SRC2 fluor cs: Total Fluorescence Counterscreen for Inhibitors of the Interaction of Thyroid Hormone Receptor and Steroid Receptor Coregulator 2 | Potency, µM (highest dose often 106 µM), for inactives: at the highest dose fluorescence change, negative = quenching | TRb/SRC2 Texas Red total fluorescence interference | AID 1479, 2009 | 0.29% of 280,000 active; active = well fitted curve in either direction with a large enough effect; inconclusive = small, poorly fitted or top-dose-only effect; also: potency is read from the fitted curve at half-maximal effect; % is scaled to controls: 0 for no effect and ±100 for the full control effect
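Human TRb ligand-binding domain at 0.6 uM with 20 nM Texas Red SRC2 peptide in Tris buffer containing 1 uM T3 and 5% DMSO, incubated with compound 5 h at ambient temperature. Total fluorescence (555/632 nm) calculated as parallel + 2 × perpendicular.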
The depositor's hits bear a star; [ ] = dose if it differs, or a comment. Unless noted, calls follow the shape of the dose curve; as a rule, active = well fitted curve in the direction sought with a large enough effect; inconclusive = small, poorly fitted or top-dose-only effect, or another doubt; inactive = no such curve, though single readings can be large; an effect the other way counts as inactive or inconclusive.

Results for COC(=O)c1c(C#N)c(N)nc2c1CCCC2 ?
GLA spleen mod: -6%; Epigenetic derep: 2.9%; CBFb-RUNX1 inh: 6%; NPSR antag: -4%[46.1 µM]; Tau fibril FP: -7%; Tau fluor cs: -4%; TRb-SRC2 inh: -3%; TR SRC2 fluor cs: 3%

How did COCCCN1C(=O)C(O)=C(C(=O)c2ccc(C)o2)C1c1cccc(Br)c1 (stereo unspecified) do in these assays?
GLA spleen mod: 10%; Epigenetic derep: 3.7%; CBFb-RUNX1 inh: 6%; NPSR antag: 26%[46.1 µM]; Tau fibril FP: 1%; Tau fluor cs: 5%; TRb-SRC2 inh: 8%; TR SRC2 fluor cs: 2%

How did COc1ccc(-c2cc(-c3ccccc3)c(C#N)c(SCC(O)CS(=O)(=O)Cc3ccccc3)n2)cc1 (stereo unspecified) do in these assays?
Epigenetic derep: 0.0%; Tau fibril FP: inconclusive; Tau fluor cs: -24%; TRb-SRC2 inh: 4%; TR SRC2 fluor cs: 5%

What do the screens show for `COc1cccc2[nH]c3c(N4CC(C)CC(C)C4)ncnc3c12` (stereo unspecified)?
GLA spleen mod: -8%; Epigenetic derep: 0.0%; CBFb-RUNX1 inh: -2%; NPSR antag: -18%[46.1 µM]; Tau fibril FP: 4%; Tau fluor cs: -7%; TRb-SRC2 inh: -8%; TR SRC2 fluor cs: -5%

What do the screens show for `COCCCN1C(=O)/C(=C/c2ccc(CNS(=O)(=O)c3ccccc3)o2)C(C(=O)OC)=C1C`?
GLA spleen mod: -8%; Epigenetic derep: -4.6%; CBFb-RUNX1 inh: -11%; NPSR antag: -17%; Tau fibril FP: inconclusive; Tau fluor cs: -19%; TRb-SRC2 inh: -3%; TR SRC2 fluor cs: 4%

Results for Nc1ccc2nc(-c3ccccc3)sc2c1 ?
GLA spleen mod: inconclusive; Epigenetic derep: -0.9%; CBFb-RUNX1 inh: 11%; NPSR antag: -11%[46.1 µM]; Tau fibril FP: 12%; Tau fluor cs: -29%; TRb-SRC2 inh: -18%; TR SRC2 fluor cs: -4%

How did CCOCCCNC(=O)COc1ccc(OC)cc1 do in these assays?
GLA spleen mod: -5%; Epigenetic derep: -0.1%; CBFb-RUNX1 inh: -3%; NPSR antag: -9%[46.1 µM]; Tau fibril FP: 4%; Tau fluor cs: -3%; TRb-SRC2 inh: -18%; TR SRC2 fluor cs: -4%

How did Cc1ccc(OCC(=O)Nc2ccc(OCc3cc(=O)n4ccsc4n3)cc2)cc1C do in these assays?
Epigenetic derep: -0.5%; Tau fibril FP: 1%; Tau fluor cs: -3%; TRb-SRC2 inh: 3%; TR SRC2 fluor cs: 0%

How did O=C(CN(Cc1ccc2c(c1)OCO2)C(=O)CNS(=O)(=O)c1ccccc1)NCc1ccco1 do in these assays?
GLA spleen mod: 1%; Epigenetic derep: 0.0%; CBFb-RUNX1 inh: 0%; NPSR antag: -11%[46.1 µM]; Tau fibril FP: -1%; Tau fluor cs: -6%; TRb-SRC2 inh: 1%; TR SRC2 fluor cs: 0%

What do the screens show for `CN1C(=O)SC(Nc2ccccc2)C1=O` (stereo unspecified)?
GLA spleen mod: -5%; Epigenetic derep: 3.5%; CBFb-RUNX1 inh: 10%; NPSR antag: inconclusive; Tau fibril FP: -12%; Tau fluor cs: -12%; TRb-SRC2 inh: -8%; TR SRC2 fluor cs: -1%

What do the screens show for `COC(=O)C1=C(N)Oc2cc(C)n(C)c(=O)c2C1c1ccc(Cl)cc1` (stereo unspecified)?
GLA spleen mod: 3%; Epigenetic derep: -0.6%; CBFb-RUNX1 inh: 3%; NPSR antag: 7%[46.1 µM]; Tau fibril FP: 3%; Tau fluor cs: 0%; TRb-SRC2 inh: -22%; TR SRC2 fluor cs: -1%

How did COc1ccc(-c2cc(-c3ccco3)[nH]c(=O)c2C#N)cc1 do in these assays?
GLA spleen mod: -14%; Epigenetic derep: 1.0%; CBFb-RUNX1 inh: 6%; NPSR antag: -10%; Tau fibril FP: -22%; Tau fluor cs: inconclusive; TRb-SRC2 inh: 13%; TR SRC2 fluor cs: -10%

What do the screens show for `CC(NC(=O)c1cc2c(s1)CCCC2)C(C)(C)C` (stereo unspecified)?
GLA spleen mod: 8%; Epigenetic derep: -8.7%; CBFb-RUNX1 inh: -2%; NPSR antag: -23%[46.1 µM]; Tau fibril FP: 3%; Tau fluor cs: -4%; TRb-SRC2 inh: -4%; TR SRC2 fluor cs: 1%

How did CCC(CC)C(=O)OCC(=O)Nc1cccc(S(=O)(=O)N(C)c2ccccc2)c1 do in these assays?
GLA spleen mod: -4%; Epigenetic derep: -0.5%; CBFb-RUNX1 inh: 8%; NPSR antag: inconclusive; Tau fibril FP: -13%; Tau fluor cs: -29%; TRb-SRC2 inh: 2%; TR SRC2 fluor cs: -1%

How did COc1ccc(Oc2nccc(OC)c2C#N)cc1 do in these assays?
GLA spleen mod: -17%; Epigenetic derep: -0.9%; CBFb-RUNX1 inh: 18%; NPSR antag: -13%[46.1 µM]; Tau fibril FP: 0%; Tau fluor cs: -11%; TRb-SRC2 inh: -2%; TR SRC2 fluor cs: 0%

What do the screens show for `C=CCNC(=O)c1onc(CSc2ccc(Cl)cc2)c1C(=O)NCC=C`?
GLA spleen mod: 8%; Epigenetic derep: -0.4%; CBFb-RUNX1 inh: 24%; NPSR antag: -33%; Tau fibril FP: -1%; Tau fluor cs: -10%; TRb-SRC2 inh: -6%; TR SRC2 fluor cs: 0%

How did O=C(N/N=C/c1cccc([N+](=O)[O-])c1)c1cc2ccccc2o1 do in these assays?
GLA spleen mod: -7%; Epigenetic derep: 6.3%; CBFb-RUNX1 inh: 3%; NPSR antag: inconclusive; Tau fibril FP: 5%; Tau fluor cs: -9%; TRb-SRC2 inh: 6%; TR SRC2 fluor cs: 6%

What do the screens show for `COc1ccc(OC)c(NC(=S)N2CCC(C(O)(c3ccccc3)c3ccccc3)CC2)c1`?
GLA spleen mod: 2%; Epigenetic derep: 0.0%; CBFb-RUNX1 inh: -10%; NPSR antag: -22%[46.1 µM]; Tau fibril FP: -3%; Tau fluor cs: -29%; TRb-SRC2 inh: 6%; TR SRC2 fluor cs: 4%

Results for COc1ccc([N+](=O)[O-])cc1NC(=O)c1cccs1 ?
GLA spleen mod: 2%; Epigenetic derep: -1.5%; CBFb-RUNX1 inh: -7%; NPSR antag: -14%; Tau fibril FP: -8%; Tau fluor cs: -17%; TRb-SRC2 inh: 1%; TR SRC2 fluor cs: 0%

What do the screens show for `CO/N=C/c1ccc(Sc2ccc(C)cc2)c([N+](=O)[O-])c1`?
GLA spleen mod: -7%; Epigenetic derep: 0.0%; CBFb-RUNX1 inh: 3%; NPSR antag: -17%[46.1 µM]; Tau fibril FP: -9%; Tau fluor cs: -28%; TRb-SRC2 inh: 3%; TR SRC2 fluor cs: -6%

What do the screens show for `CCCCN(Cc1cc2ccccc2[nH]c1=O)S(C)(=O)=O`?
GLA spleen mod: 4%; Epigenetic derep: -4.8%; CBFb-RUNX1 inh: 9%; NPSR antag: 0%; Tau fibril FP: 0%; Tau fluor cs: 0%; TRb-SRC2 inh: -2%; TR SRC2 fluor cs: 0%

What do the screens show for `Cc1cc(C)cc(OCC(=O)Nc2ccccc2C(=O)NCc2ccco2)c1`?
GLA spleen mod: -3%; Epigenetic derep: -2.1%; CBFb-RUNX1 inh: -8%; NPSR antag: -5%[46.1 µM]; Tau fibril FP: -4%; Tau fluor cs: -5%; TRb-SRC2 inh: 2%; TR SRC2 fluor cs: 3%

Results for CCn1c(N2CCN(CC(=O)c3c(C)n(C)c4ccccc34)CC2)nc2c1c(=O)[nH]c(=O)n2C ?
GLA spleen mod: 5%; Epigenetic derep: 1.7%; CBFb-RUNX1 inh: 0%; NPSR antag: 1%[46.1 µM]; Tau fibril FP: 0%; Tau fluor cs: -3%; TRb-SRC2 inh: -2%; TR SRC2 fluor cs: 1%

Results for NS(=O)(=O)c1ccc(CCNCc2cc(Br)ccc2OCc2ccccc2F)cc1 ?
GLA spleen mod: -1%; Epigenetic derep: -1.3%; CBFb-RUNX1 inh: -3%; NPSR antag: -32%; Tau fibril FP: -8%; Tau fluor cs: -26%; TRb-SRC2 inh: -5%; TR SRC2 fluor cs: -1%

How did CNC(=S)NNC(=O)c1ccc(C(C)(C)C)cc1 do in these assays?
GLA spleen mod: 7%; Epigenetic derep: 1.6%; CBFb-RUNX1 inh: -2%; NPSR antag: 5%; Tau fibril FP: 7%; Tau fluor cs: 2%; TRb-SRC2 inh: -3%; TR SRC2 fluor cs: -1%

What do the screens show for `CCN1CCN(CCCNC(=O)c2cnn(-c3ccccc3)c2C2CCN(C(=O)OC(C)(C)C)CC2)CC1`?
Epigenetic derep: -1.3%; Tau fibril FP: -7%; Tau fluor cs: 2%; TRb-SRC2 inh: -1%; TR SRC2 fluor cs: -17%

What do the screens show for `O=C(CCCn1c(=O)c2ccccc2n(CC(=O)NCc2ccco2)c1=O)NCc1ccco1`?
GLA spleen mod: -18%; Epigenetic derep: 1.1%; CBFb-RUNX1 inh: 12%; NPSR antag: -18%[46.1 µM]; Tau fibril FP: 1%; Tau fluor cs: 3%; TRb-SRC2 inh: -6%; TR SRC2 fluor cs: 2%

How did Cc1ccc(Oc2ccccc2/C=N/O)cc1 do in these assays?
GLA spleen mod: 5%; Epigenetic derep: 0.0%; CBFb-RUNX1 inh: 15%; NPSR antag: 2%[46.1 µM]; Tau fibril FP: -2%; Tau fluor cs: -10%; TRb-SRC2 inh: -11%; TR SRC2 fluor cs: 5%

Screening data as filed in PubChem.

Only part of the results is shown; count on the stated rates, not on these rows.
